Source: PubChem BioAssay (The Scripps Research Institute Molecular Screening Center)
LYPLA2 inh: LYPLA2 (human) inhibition in PME1 counter-screen | O95372 | recombinant LYPLA2, FP-Rh probe fluorescence polarization | inhibition, % at 5.9 µM | hit rate 0.38% among 320,000;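 active means inhibition above the screen-wide mean plus 3 SD, limit set per campaign, cut at about 26% in these data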;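 further: 0% = LYPLA2 with DMSO and 100% = wells lacking LYPLA2 enzyme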
pPAFAH FP inh: pPAFAH (human) enzyme inhibition; AID 463082; recombinant pPAFAH, FP-rhodamine probe fluorescence polarization; inhibition, % at 3.39 µM; hit rate 1.5% among 330,000;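 active means inhibition above the mean inhibition across the screen plus 3 SD, cut at about 25% in these data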;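 further: inhibitors block binding of the rhodamine activity-based probe so polarization drops; 0% = enzyme with DMSO and 100% = wells lacking pPAFAH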
PAD4 inh: inhibitors of human PAD4; Q9UM07; recombinant PAD4, RCA probe fluorescence polarization; inhibition, % at 6.36 µM; hit rate 0.41% among 330,000; AID 485272;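 active means percent inhibition above a cutoff equal to the mean of all tested compounds plus 3 SD, cut at about 15% in these data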;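 further: 0% = PAD4 with RCA probe and DMSO and 100% = probe without PAD4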
Target sequence (Q9UM07 whole entry, looked up): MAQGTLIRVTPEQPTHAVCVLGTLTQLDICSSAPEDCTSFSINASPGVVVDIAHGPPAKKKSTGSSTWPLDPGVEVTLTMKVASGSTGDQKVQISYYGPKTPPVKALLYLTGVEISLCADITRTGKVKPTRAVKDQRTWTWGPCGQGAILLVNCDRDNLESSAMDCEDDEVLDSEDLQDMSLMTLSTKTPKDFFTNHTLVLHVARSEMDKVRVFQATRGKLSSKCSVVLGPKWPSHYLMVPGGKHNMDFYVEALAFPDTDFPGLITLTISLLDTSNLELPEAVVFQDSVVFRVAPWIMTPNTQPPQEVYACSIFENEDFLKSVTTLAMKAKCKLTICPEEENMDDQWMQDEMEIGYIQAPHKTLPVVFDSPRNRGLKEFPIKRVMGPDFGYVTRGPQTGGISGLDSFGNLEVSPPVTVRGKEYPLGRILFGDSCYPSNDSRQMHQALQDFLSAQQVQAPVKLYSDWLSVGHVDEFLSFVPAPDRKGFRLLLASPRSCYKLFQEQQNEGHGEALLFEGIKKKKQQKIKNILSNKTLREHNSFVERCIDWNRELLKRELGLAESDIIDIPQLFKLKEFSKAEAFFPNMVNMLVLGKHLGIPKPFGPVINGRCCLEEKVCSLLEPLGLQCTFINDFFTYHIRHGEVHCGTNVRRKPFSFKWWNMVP
PAFAH1B3 FP inh: PAFAH1B3 (human) inhibition | recombinant PAFAH1B3, FP-rhodamine probe, fluorescence polarization | inhibition, % at 3.39 µM | hit rate 0.28% among 340,000 | AID 492972;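 active means inhibition above the screen-wide average of all tested compounds plus 3 SD, cut at about 25% in these data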;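 further: 0% = enzyme with DMSO only and 100% = wells lacking PAFAH1B3 protein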
PAFAH1B2 inh: blocks human PAF acetylhydrolase 1b catalytic subunit 2; recombinant PAFAH1B2, FP-rhodamine activity probe, fluorescence polarization; AID 492953; inhibition, % at 3.39 µM; P68402; hit rate 1.2% among 340,000;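 active means inhibition above the mean of all tested compounds plus 3 SD, cut at about 24% in these data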;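 further: 0% = enzyme with DMSO and 100% = wells lacking PAFAH1B2; many of its hits are not listed in these tables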
GSTO1 counter: counter-screen for RBBP9 inhibitors: inhibitors of human GSTO1; hit rate 1.1% among 300,000; P78417; inhibition, % at 5.96 µM; recombinant GSTO1, activity-based probe fluorescence polarization;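 active means inhibition above the campaign mean inhibition plus 3 SD, cut at about 35% in these data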;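 further: 0% = GSTO1-1 with DMSO and 100% = wells lacking GSTO1-1 enzyme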
LYPLA1 inh: blocks human lysophospholipase 1, a PME1 counter-screen. hit rate 0.16% among 320,000. O75608. inhibition, % at 5.9 µM. AID 2174. recombinant LYPLA1, FP-Rh probe fluorescence polarization;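 active means inhibition above the mean of all tested compounds plus 3 SD, set per campaign, cut at about 14% in these data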;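 further: inhibitors block serine hydrolase probe labeling of LYPLA1 so polarization falls; 0% = enzyme with DMSO and 100% = wells lacking LYPLA1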
Target sequence (O75608 whole entry, looked up): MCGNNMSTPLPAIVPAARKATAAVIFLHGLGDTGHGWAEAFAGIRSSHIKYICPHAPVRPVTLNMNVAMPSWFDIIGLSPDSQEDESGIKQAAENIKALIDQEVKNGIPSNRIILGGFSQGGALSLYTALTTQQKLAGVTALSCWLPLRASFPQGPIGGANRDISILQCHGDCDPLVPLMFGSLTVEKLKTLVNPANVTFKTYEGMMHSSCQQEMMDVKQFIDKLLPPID
PREPL inhibitor: inhibitors of human prolyl oligopeptidase-like enzyme PREPL; recombinant PREPL, fluorescence polarization activity-based probe; hit rate 0.68% among 320,000; inhibition, % at 5.96 µM; Q4J6C6; AID 2751; in the data active means inhibition above about 43%;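 further: 0% = enzyme with DMSO and 100% = wells lacking enzyme; many of its hits are not listed in these tables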
PME-1 inh: PME-1 (human) inhibition. hit rate 0.53% among 320,000. inhibition, % at 5.9 µM. Q9Y570. recombinant PME-1, FP-Rh probe fluorescence polarization;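 active means inhibition above the campaign mean of all compounds plus 3 SD, cut at about 26% in these data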;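 further: competitive labeling of PME-1 active site by serine hydrolase directed probe; 0% = PME-1 with DMSO and 100% = wells lacking PME-1 enzyme; inhibitors block probe labeling so polarization falls and inhibition rises; many of its hits are not listed in these tables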
* marks the source's active call; other numbers are inactive results. An excerpt (hit frequency here may not be typical).

`COc1ccc(-c2cc(C(=O)N3CCN(c4ccccc4O)CC3)c3ccccc3n2)cc1OC` gave LYPLA2 inh 1, pPAFAH FP inh 8, PAD4 inh -5, PAFAH1B3 FP inh 10, PAFAH1B2 inh -4, GSTO1 counter -3, LYPLA1 inh -1, PREPL inhibitor -9 and PME-1 inh -4.
`CCOc1ccc(NC(=O)CN(C)C(=O)C2(c3ccccc3)CC2)cc1OCC` gave LYPLA2 inh 1, pPAFAH FP inh 2, PAD4 inh -6, PAFAH1B3 FP inh 3, PAFAH1B2 inh 4, GSTO1 counter 5, LYPLA1 inh -1, PREPL inhibitor 6 and PME-1 inh 3.
`CCCCn1c(N)c(N(CCOC)C(=O)CN2C(=O)C3CCCCC3C2=O)c(=O)[nH]c1=O` (configuration not stated) gave LYPLA2 inh 3, pPAFAH FP inh 0, PAD4 inh -9, PAFAH1B3 FP inh 4, PAFAH1B2 inh 4, LYPLA1 inh 2, PREPL inhibitor -3 and PME-1 inh -5.
`CCCCC(C(=O)NC(C)c1ccccc1)C(=O)NC(C)c1ccccc1` (configuration not stated) gave LYPLA2 inh -4, pPAFAH FP inh 9, PAD4 inh 3, PAFAH1B3 FP inh 5, PAFAH1B2 inh 5, GSTO1 counter 1, LYPLA1 inh -2, PREPL inhibitor -1 and PME-1 inh 0.
For CCOP(=O)(OCC)C(Nc1ccc([N+](=O)[O-])cc1)c1ccc(Cl)cc1 (configuration not stated) the results were LYPLA2 inh -3, pPAFAH FP inh 5, PAD4 inh 3, PAFAH1B3 FP inh 4, PAFAH1B2 inh 5, GSTO1 counter -6, LYPLA1 inh -1, PREPL inhibitor -4 and PME-1 inh -9.
Screening O=C(Nc1ccccc1F)Oc1cccc(OC(=O)Nc2ccccc2F)c1 returned LYPLA2 inh -2, pPAFAH FP inh 0, PAD4 inh -7, PAFAH1B3 FP inh 7, PAFAH1B2 inh 4, GSTO1 counter 4, LYPLA1 inh 2, PREPL inhibitor 7 and PME-1 inh -1.
For CCOC(=O)c1nnn(-c2nonc2N)c1CN(C)C1CCCCC1 the results were LYPLA2 inh 10, pPAFAH FP inh -1, PAD4 inh -1, PAFAH1B3 FP inh 3, PAFAH1B2 inh 6, GSTO1 counter 1, LYPLA1 inh 0, PREPL inhibitor 6 and PME-1 inh 4.
For CCc1nnc(NS(=O)(=O)c2ccc(NCc3cc(Cl)cc(Cl)c3O)cc2)s1 the results were LYPLA2 inh 10, pPAFAH FP inh -8, PAD4 inh -1, PAFAH1B3 FP inh 14, PAFAH1B2 inh 2, GSTO1 counter 0, LYPLA1 inh 4, PREPL inhibitor 5 and PME-1 inh -2.
For Clc1ccc2nc(N3CCN(c4ccccc4)CC3)sc2c1 the results were LYPLA2 inh 9, pPAFAH FP inh 3, PAD4 inh 1, PAFAH1B3 FP inh 6, PAFAH1B2 inh 3, GSTO1 counter 5, LYPLA1 inh -1, PREPL inhibitor 14 and PME-1 inh -3.
`Oc1ccc(N2CCN(C(c3cccnc3)c3nnnn3Cc3ccccc3)CC2)cc1` (configuration not stated) gave LYPLA2 inh 2, pPAFAH FP inh 12, PAD4 inh -1, PAFAH1B3 FP inh -1, PAFAH1B2 inh 4, GSTO1 counter 14, LYPLA1 inh 1, PREPL inhibitor 30 and PME-1 inh 0.
For Cc1ccc(C(=O)NCCCNC(=O)c2ccc(C)nc2)cc1 the results were LYPLA2 inh 4, pPAFAH FP inh 0, PAD4 inh 3, PAFAH1B3 FP inh 2, PAFAH1B2 inh 17, GSTO1 counter 2, LYPLA1 inh -1, PREPL inhibitor 4 and PME-1 inh 1.
Cc1ccc(N2C(=O)CC(Sc3ccccc3C(=O)O)C2=O)c([N+](=O)[O-])c1 (configuration not stated) was read as LYPLA2 inh 1, pPAFAH FP inh 10, PAD4 inh 12, PAFAH1B3 FP inh -4, PAFAH1B2 inh 0, GSTO1 counter 8, LYPLA1 inh 2, PREPL inhibitor 11 and PME-1 inh 3.
For CN1CCN(C(=O)Cn2ncc3c([nH]c4ccccc43)c2=O)CC1 the results were LYPLA2 inh 6, pPAFAH FP inh 5, PAD4 inh -6, PAFAH1B3 FP inh 3, PAFAH1B2 inh -4, GSTO1 counter 2, LYPLA1 inh -3, PREPL inhibitor 4 and PME-1 inh 5.
Screening COc1ccc(CNC(=O)C2CC(=O)N(c3ccc(OCC(=O)N4C(C)CCCC4C)cc3)C2)cc1 (configuration not stated) returned LYPLA2 inh 6, pPAFAH FP inh -1, PAD4 inh -1, PAFAH1B3 FP inh 10, PAFAH1B2 inh 4, GSTO1 counter 9, LYPLA1 inh 2, PREPL inhibitor 0 and PME-1 inh 1.
For CC(C)CC(=O)N1CCN(Cc2ccccc2Br)CC1 the results were LYPLA2 inh 0, pPAFAH FP inh 5, PAD4 inh 4, PAFAH1B3 FP inh 17, PAFAH1B2 inh 7, GSTO1 counter 2, LYPLA1 inh 2, PREPL inhibitor 9 and PME-1 inh 5.
For CCCn1cnc2c(c1=O)c1nc3ccccc3nc1n2CCc1ccccc1 the results were LYPLA2 inh 7, pPAFAH FP inh 7, PAD4 inh -4, PAFAH1B3 FP inh 7, PAFAH1B2 inh 1, GSTO1 counter 6, LYPLA1 inh 1, PREPL inhibitor 8 and PME-1 inh 5.
For O=C(C1CCN(c2ccc(N3CCOCC3)nn2)CC1)N1CCc2ccccc2C1 the results were LYPLA2 inh 2, pPAFAH FP inh 1, PAD4 inh 1, PAFAH1B3 FP inh -7, PAFAH1B2 inh 1, GSTO1 counter 0, LYPLA1 inh 0, PREPL inhibitor 29 and PME-1 inh 5.
NNC(=O)C1CCCn2c1nc1sc3c(c1c2=O)CCCC3 (configuration not stated) was read as LYPLA2 inh -5, pPAFAH FP inh -5, PAD4 inh -5, PAFAH1B3 FP inh -6, PAFAH1B2 inh 3, GSTO1 counter 2, LYPLA1 inh -5, PREPL inhibitor 5 and PME-1 inh -6.
Cc1cc(C(=O)Nc2ccccc2C(=O)O)ccc1NC(=O)COc1ccccc1Cl was read as LYPLA2 inh 3, pPAFAH FP inh -8, PAD4 inh -7, PAFAH1B3 FP inh 8, PAFAH1B2 inh 6, GSTO1 counter -18, LYPLA1 inh -4, PREPL inhibitor -2 and PME-1 inh 3.
CCCCSc1nc2ccccc2n1CC(=O)O was read as LYPLA2 inh 10, pPAFAH FP inh 6, PAD4 inh 0, PAFAH1B3 FP inh -1, PAFAH1B2 inh -3, GSTO1 counter 4, LYPLA1 inh 3, PREPL inhibitor -4 and PME-1 inh 1.

Next section; it opens with the two that closed the last part.
Cc1cc(C(=O)Nc2ccccc2C(=O)O)ccc1NC(=O)COc1ccccc1Cl was read as LYPLA2 inh 3, pPAFAH FP inh -8, PAD4 inh -7, PAFAH1B3 FP inh 8, PAFAH1B2 inh 6, GSTO1 counter -18, LYPLA1 inh -4, PREPL inhibitor -2 and PME-1 inh 3.
CCCCSc1nc2ccccc2n1CC(=O)O was read as LYPLA2 inh 10, pPAFAH FP inh 6, PAD4 inh 0, PAFAH1B3 FP inh -1, PAFAH1B2 inh -3, GSTO1 counter 4, LYPLA1 inh 3, PREPL inhibitor -4 and PME-1 inh 1.
`Cc1cc2oc(=O)cc(CN3CCC(C)CC3)c2c(C)c1Cl` gave LYPLA2 inh -3, pPAFAH FP inh -3, PAD4 inh 6, PAFAH1B3 FP inh -1, PAFAH1B2 inh -2, GSTO1 counter -5, LYPLA1 inh -3, PREPL inhibitor -4 and PME-1 inh 1.
For Cc1nc2c(C)cccn2c1C(=O)N/N=C/c1ccccc1[N+](=O)[O-] the results were LYPLA2 inh 0, pPAFAH FP inh 0, PAD4 inh 5, PAFAH1B3 FP inh 3, PAFAH1B2 inh 1, GSTO1 counter -1, LYPLA1 inh -5, PREPL inhibitor 6 and PME-1 inh 1.
`COCCOc1cc(NCc2ccccc2)c2ncn(C(C)C)c2c1` gave pPAFAH FP inh 5, PAD4 inh -9, PAFAH1B3 FP inh -2, PAFAH1B2 inh 2 and PREPL inhibitor 20.
For COC(=O)c1ccc(OCC(=O)c2ccccc2)cc1 the results were LYPLA2 inh 1, pPAFAH FP inh 2, PAD4 inh -2, PAFAH1B3 FP inh 1, PAFAH1B2 inh 5, GSTO1 counter 11, LYPLA1 inh 0, PREPL inhibitor 19 and PME-1 inh 0.
For CCCn1c(C)cc(-c2csc(N)n2)c1C the results were LYPLA2 inh 5, pPAFAH FP inh 16, PAD4 inh 1, PAFAH1B3 FP inh 2, PAFAH1B2 inh 1, GSTO1 counter 0, LYPLA1 inh 3, PREPL inhibitor 44* and PME-1 inh -2.
`Cc1oc(/N=C/c2ccccc2O)c(C#N)c1C` gave LYPLA2 inh 1, pPAFAH FP inh 5, PAD4 inh 4, PAFAH1B3 FP inh -5, PAFAH1B2 inh -6, GSTO1 counter 1, LYPLA1 inh 2, PREPL inhibitor -2 and PME-1 inh 1.
CC12C=CC3(CN(Cc4ccccc4)C(=O)C3C1C(=O)NC1CC1)O2 (configuration not stated) was read as LYPLA2 inh 3, pPAFAH FP inh -3, PAD4 inh -6, PAFAH1B3 FP inh 3, PAFAH1B2 inh 4, GSTO1 counter -2, LYPLA1 inh 4, PREPL inhibitor 12 and PME-1 inh 6.
Screening Cc1ccc(NC(=O)C2C(C(=O)O)C3C=CC2C32CC2)cc1 (configuration not stated) returned LYPLA2 inh 10, pPAFAH FP inh 7, PAD4 inh 2, PAFAH1B3 FP inh 5, PAFAH1B2 inh -2, GSTO1 counter 4, LYPLA1 inh 5, PREPL inhibitor -7 and PME-1 inh -8.
Screening O=S(=O)(Nc1nc(SCc2ccc(Cl)cc2)n[nH]1)c1ccccc1 returned LYPLA2 inh -6, pPAFAH FP inh 9, PAD4 inh 4, GSTO1 counter -6, LYPLA1 inh 4, PREPL inhibitor -12 and PME-1 inh -1.
For COc1cccc(OC)c1OCC(O)CN1CCN(c2ccccc2)CC1 (configuration not stated) the results were LYPLA2 inh 2, pPAFAH FP inh -1, PAD4 inh -4, PAFAH1B3 FP inh 3, PAFAH1B2 inh -2, GSTO1 counter 5, LYPLA1 inh -4, PREPL inhibitor -8 and PME-1 inh -4.
For CCC(=O)Nc1cc(-c2nn3c(C)nnc3s2)ccc1C the results were LYPLA2 inh -1, pPAFAH FP inh -1, PAD4 inh -1, PAFAH1B3 FP inh 9, PAFAH1B2 inh 3, GSTO1 counter 0, LYPLA1 inh -2, PREPL inhibitor -8 and PME-1 inh -5.
Screening CSc1nc2ccc(S(=O)(=O)Nc3c(C)n(C)n(-c4ccccc4)c3=O)cc2s1 returned LYPLA2 inh 4, pPAFAH FP inh 1, PAD4 inh -5, PAFAH1B3 FP inh -5, PAFAH1B2 inh -1, GSTO1 counter -3, LYPLA1 inh 2, PREPL inhibitor 2 and PME-1 inh 1.
Cc1ccc(S(=O)(=O)N2CCCC2C(=O)NCc2ccccc2F)cc1 (configuration not stated) was read as LYPLA2 inh 0, pPAFAH FP inh -6, PAD4 inh 2, PAFAH1B3 FP inh 13, PAFAH1B2 inh 6, GSTO1 counter 12, LYPLA1 inh -2, PREPL inhibitor 9 and PME-1 inh 5.
COC(=O)C1=C(C)NC(=O)NC1c1ccc(-c2ccc(Cl)cc2)o1 (configuration not stated) was read as LYPLA2 inh -2, pPAFAH FP inh -3, PAD4 inh -6, PAFAH1B3 FP inh -5, PAFAH1B2 inh 2, GSTO1 counter -2, LYPLA1 inh -2, PREPL inhibitor -14 and PME-1 inh 1.
